DUSP3 inh: inhibitors of human VHR1 phosphatase (DUSP3) | 290,000 compounds, 0.52% hits | P51452 | AID 1654 | inhibition, % at 13.3 µM | recombinant VHR phosphatase, pNPP absorbance; in the data active = inhibition above about 50%; note: some compounds called inactive have numbers as strong as hits
Target sequence (P51452 whole entry, looked up): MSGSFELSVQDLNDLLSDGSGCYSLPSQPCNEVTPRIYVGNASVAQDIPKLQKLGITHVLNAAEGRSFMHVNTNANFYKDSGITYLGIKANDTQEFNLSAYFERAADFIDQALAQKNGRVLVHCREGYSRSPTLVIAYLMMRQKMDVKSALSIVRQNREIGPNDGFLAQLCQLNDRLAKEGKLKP
CCHF vOTU inh: blocks the CCHF virus ovarian tumor domain protease; AID 651958; 370,000 compounds, 0.55% hits; CCHFV vOTU protease, Pep-AMC fluorescence; inhibition, % at 11.5 µM; in the data active = inhibition above about 30%; note: 0% = vehicle wells with enzyme and 100% = no enzyme wells
BH1578 lux ind: quorum light induction in luxS cqsA deficient V. cholerae | V. cholerae BH1578 lux reporter, luminescence, 6 h | activation, % at 18.7 µM | 350,000 compounds, 0.16% hits; in the data active = activation mostly above about 9.7%, no sharp cut-off; inconclusive = no clear call, values can overlap the other calls; inactive = mostly below about 3.7%; note: not every result past the cut was called active; inactives centre near 0; reference of the scale not given here
PfHsp40 rescue: compounds rescuing yeast from Plasmodium falciparum HSP40 toxicity | 340,000 compounds, 0.68% hits | S. cerevisiae expressing PfHsp40, growth rescue, ATP luminescence | growth rescue, % at 12.5 µM; in the data active = growth rescue above about 28%, passing the limit was not always enough; inconclusive = no clear call, values can overlap the other calls;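 note: yeast W303a lacking pdr1 and pdr3 grown in galactose medium; growth measured after three days at 30 °C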
BoNT-A LC inh2: blocks Botulinum neurotoxin A light chain protease; inhibition, % at 10 µM; multiplex microsphere protease substrate cleavage, flow cytometry; 360,000 compounds, 0.17% hits; note: plate controls were buffer without enzyme for full effect and enzyme alone for no effect
PriA SSB inh: blocks PriA binding to SSB C-terminal tail; 430,000 compounds, 0.6% hits; inhibition, % at 33 µM; AID 1272365; AlphaScreen SSBct-PriA binding, biotinylated peptide; in the data active = inhibition mostly above about 37%, no sharp cut-off; inactive = mostly below about 20%;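 note: plate controls were negative control peptide for no effect and reference peptide for full effect; strong numbers were not always called active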
Anthrax LF prot: blocks Bacillus anthracis lethal factor protease; multiplex microsphere protease cleavage assay, LF; inhibition, % at 10 µM; 360,000 compounds, 0.12% hits; note: plate controls were buffer without enzyme for full effect and enzyme alone for no effect
Target sequence (P15917 whole entry, looked up): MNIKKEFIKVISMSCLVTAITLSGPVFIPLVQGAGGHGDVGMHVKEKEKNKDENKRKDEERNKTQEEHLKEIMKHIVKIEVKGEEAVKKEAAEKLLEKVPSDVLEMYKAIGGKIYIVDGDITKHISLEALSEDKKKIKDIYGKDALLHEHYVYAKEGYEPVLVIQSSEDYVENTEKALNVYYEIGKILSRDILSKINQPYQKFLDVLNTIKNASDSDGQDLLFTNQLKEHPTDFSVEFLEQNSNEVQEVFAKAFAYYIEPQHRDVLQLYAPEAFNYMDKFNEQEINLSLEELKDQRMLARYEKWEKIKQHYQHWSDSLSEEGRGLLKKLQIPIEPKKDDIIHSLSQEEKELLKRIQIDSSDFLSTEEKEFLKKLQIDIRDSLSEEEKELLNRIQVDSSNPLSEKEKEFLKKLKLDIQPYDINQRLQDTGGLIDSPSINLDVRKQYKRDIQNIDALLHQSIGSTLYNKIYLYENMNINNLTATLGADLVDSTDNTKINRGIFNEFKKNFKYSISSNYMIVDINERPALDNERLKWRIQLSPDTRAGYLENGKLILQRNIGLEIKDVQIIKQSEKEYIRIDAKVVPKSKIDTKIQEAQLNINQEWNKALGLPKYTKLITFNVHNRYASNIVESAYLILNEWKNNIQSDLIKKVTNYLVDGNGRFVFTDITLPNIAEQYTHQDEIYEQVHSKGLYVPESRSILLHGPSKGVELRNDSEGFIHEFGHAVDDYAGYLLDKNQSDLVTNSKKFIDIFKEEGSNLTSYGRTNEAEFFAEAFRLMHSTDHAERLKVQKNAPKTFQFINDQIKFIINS
Yp Topo-I inh: Y. pestis Topo-I inhibition via cleavage products; 360,000 compounds, 0.064% hits; Y. pestis Topo-I cleavage product accumulation, plate reader; AID 504884; activity, % at 10 µM; in the data active = activity above about 50%, passing the limit was not always enough; inconclusive = no clear call, values can overlap the other calls; note: inactives centre near 2
3CLpro inhibitor: SARS-CoV 3CLpro protease inhibition; 290,000 compounds, 0.14% hits; inhibition, % at 6 µM; recombinant SARS-CoV 3CLpro, quenched FRET peptide cleavage; AID 1706; in the data active = inhibition above about 12%
TcdB GH inh: blocks C. difficile toxin B glycohydrolase activity. AID 652162. 350,000 compounds, 0.24% hits. inhibition, % at 9.99 µM. TcdB glycohydrolase enzymatic assay, plate reader. P18177; in the data active = inhibition above about 10%
Numbers without * were called inactive; i = inactive; ? = inconclusive; · = not tested or not shown; & = joins results of further samples. Cut-off read from the data, not from the text of the source, unless noted: active = inhibition above about 30%; inconclusive = no clear call, values can overlap the other calls; inactive = below that.

SMILES	DUSP3 inh	CCHF vOTU inh	BH1578 lux ind	PfHsp40 rescue	BoNT-A LC inh2	PriA SSB inh	Anthrax LF prot	Yp Topo-I inh	3CLpro inhibitor	TcdB GH inh
O=C(N/N=C/c1ccccc1F)c1cccc(NC(=O)c2ccccc2Cl)c1	10	-2	-0.3	-0.4	-6.1	·	18	2	2	1.1
COc1ccc(S(=O)(=O)N2CCC(C(=O)c3ccc4c(c3)OCCO4)CC2)cc1	12	1	i	0.3	0.6	7	0	4	-5	·
O=C(Nc1ccc(N2CCOCC2)cc1)c1cccnc1	-10	-7	i	-0.4	-1.0	-11	-2	-9	-1	·
Cc1cccc(-n2c(Cc3ccccc3)n[nH]c2=S)c1	26	-10	1.8	-0.5	0.5	-6	3	2	1	1.4
Cc1[nH]c(=O)c(C(=O)c2ccccc2O)cc1C(=O)O	24	0	-2.1	1.4	-0.9	-17	-7	4	1	0.0
CCOc1ccc2c(c1)C(C)=CC(C)(C)N2C(=O)Nc1ccccc1F	-7	71*	-0.3	-1.9	1.1	10	1	7	0	-2.8
CC1(C(=O)NS(=O)(=O)c2ccc(Cl)s2)CCN1C(=O)Cc1cc(F)ccc1F (stereo unspecified)	·	9	-1.4	·	-0.5	·	-4	0	·	-0.6
Cc1ccc(C)c(NC(=O)CCN2C(=O)C3CC=CCC3C2=O)c1 (stereo unspecified)	·	0	2.6	0.0	1.3	-1	1	2	·	1.4
Cc1csc(NC(=O)CSc2ccc3nnc(CCNS(=O)(=O)c4ccccc4)n3n2)n1	6	23	i	-0.3	0.3	-11	2	0	-3	·
CN(CC(=O)Nc1ccc(Cl)c(C(F)(F)F)c1)C(=O)CCCc1nc2ccccc2c(=O)[nH]1	·	3	-2.0	2.2	·	-8	·	-6	·	0.8
c1ccc2oc(-c3ccc4c(c3)CNCc3cnnn3-4)cc2c1	·	-87	·	·	-1.2	·	-9	·	·	0.3
OC(COc1ccccc1)CN1CCOCC1 (stereo unspecified)	26	-5	-0.3	-0.3	?	7	0	-4	-2	1.1
CN=C(Nc1ccc(C(=O)OC)cc1)SC1CC(=O)N(c2ccccc2F)C1=O (stereo unspecified)	-24	10	i	-0.1	1.1	0	4	-10	-3	·
CC(=O)N(Cc1cc2cc(C)ccc2[nH]c1=O)c1cccc(C)c1C	19	-2	i	-0.4	-2.4	-4	-17	26	3	-0.1
O=C(COC(=O)c1ccccc1Nc1ccccc1)Nc1ccccc1	-10	-15	0.0	-2.6	0.4	-10	-2	1	7	0.1
CC1(C(=O)NC2CCCC2)CCC(=O)N1CCC1=CCCCC1 (stereo unspecified)	31	5	i	-0.9	0.4	2	3	0	0	·
Cc1ccc(S(=O)(=O)N2CCN(CN3C(=O)CC4(CCCC4)C3=O)CC2)cc1	·	-6	i	-1.7	-4.2	-14	-7	4	·	0.5
COc1cc(OC)c(C(=O)NCc2ccc3c(c2)OCO3)cc1OC	9	12	-0.7	-0.9	-2.2	7	-6	9	3	0.7
CCN(C/C=C/c1ccccc1OC)Cc1ccccc1	15	-4	i	0.2	-26	-2	-2	9	-2	1.8
Cc1cc(=O)[nH]c(SCC(=O)Nc2nnc(CC(C)C)s2)n1	-1	3	4.5	1.3	0.3	-6	1	2	-2	·

The final 3 entries of the section above come first, to join the parts.
SMILES	DUSP3 inh	CCHF vOTU inh	BH1578 lux ind	PfHsp40 rescue	BoNT-A LC inh2	PriA SSB inh	Anthrax LF prot	Yp Topo-I inh	3CLpro inhibitor	TcdB GH inh
COc1cc(OC)c(C(=O)NCc2ccc3c(c2)OCO3)cc1OC	9	12	-0.7	-0.9	-2.2	7	-6	9	3	0.7
CCN(C/C=C/c1ccccc1OC)Cc1ccccc1	15	-4	i	0.2	-26	-2	-2	9	-2	1.8
Cc1cc(=O)[nH]c(SCC(=O)Nc2nnc(CC(C)C)s2)n1	-1	3	4.5	1.3	0.3	-6	1	2	-2	·
COc1ccc(C)cc1NC(=O)CCCN1C(=O)CN(C)C1=O	·	-1	i	-0.3	0.4	1	4	1	·	1.2
CCC(C)NC(=O)COC(=O)c1ccc(Cl)cc1O (stereo unspecified)	15	-15	·	-2.3	0.7	-12	-2	3	-2	2.6
O=C(NCc1cccs1)c1ccncc1	-8	3	i	?	0.9	-9	3	5	-4	·
O=C(NCc1ccccc1)C(c1ccncc1)N(C(=O)c1csnn1)C1CC1 (stereo unspecified)	40	10	-3.1	0.5	1.8	-5	2	4	-1	·
Cc1ccc(C(=O)Cn2nnc3c(sc4nc5c(c(-c6ccccc6)c43)CCC5)c2=O)cc1	27	-5	i	-0.6	0.1	-14	-4	-5	1	·
CCCN(CCC)C(=O)C1c2ccccc2Oc2ccccc21	29	8	i	-2.1	-0.3	-7	0	30	-3	·
C=CCNc1nc2c(c(=O)n(C)c(=O)n2C)n1Cc1ccc(F)cc1	1	17	-0.2	-0.5	-0.5	-14	-2	-5	2	0.4
Cn1c(N)c(C(=O)CSc2nnc(-c3ccccc3F)n2N)c(=O)n(C)c1=O	15	-7	i	1.0	-0.2	6	-4	3	1	0.3
O=C(CNC(=S)N(CCCN1CCOCC1)Cc1cccs1)NCCN1CCOCC1	-4	9	-0.4	-0.4	0.2	-4	0	1	3	·
CCCn1c(NC(=O)C23CC4CC(CC(O)(C4)C2)C3)nc2ccccc21	5	12	-0.2	0.4	-0.5	3	1	4	1	0.7
O=C(Cc1ccccc1)N1CCN(CC2CC3C=CC2C3)CC1 (stereo unspecified)	31	-4	-7.1	-0.8	1.4	-4	-2	10	4	·
O=C1c2cccnc2C(Nc2ccc(S(=O)(=O)N3CCCCC3)cc2)N1Cc1ccccc1 (stereo unspecified)	8	-1	-0.4	-0.3	-1.3	-5	-7	-2	4	·
O=C(O)c1ccc(COc2c(F)c(F)cc(F)c2F)cc1	-2	3	·	0.0	-0.9	2	20	15	0	·
CC(C)COc1ccc(CNC(=S)Nc2ccccc2)cc1Cl	17	8	-0.5	4.1	0.3	-8	-3	12	5	0.3
CCNC(=O)CC1C(=O)N(c2ccccc2)C(=O)N1Cc1ccc(OC)cc1 (stereo unspecified)	-12	-21	-1.2	-0.2	0.2	-8	1	6	0	·
O=C(CCNS(=O)(=O)c1ccc(Br)cc1)NCc1cccs1	27	2	i	-1.5	-0.6	-12	-3	2	-2	0.4
COc1cccc(-c2cc(C(F)(F)F)n3ncc(C(=O)NCC4CCCO4)c3n2)c1 (stereo unspecified)	18	0	i	-1.7	2.5	-19	2	-7	-1	·
O=C(CCNC(=O)c1ccccc1Cl)N/N=C\c1ccc(O)cc1	24	-6	-0.7	-0.8	-1.3	·	0	4	-1	15*
CCCNC(=O)C(Cc1ccccc1)NS(=O)(=O)c1cccc2nsnc12 (stereo unspecified)	1	23	i	-0.5	-1.5	-10	-6	-8	-3	·
Cc1ccc(C(=O)OCC(=O)Nc2ccc3[nH]c(=O)[nH]c3c2)cc1S(=O)(=O)N1CCOCC1	·	-2	i	·	-2.9	4	4	-5	·	1.0
Cc1ccc(S(=O)(=O)Cc2cc(-c3ccc(Cl)cc3)no2)cc1	19	8	i	0.4	-0.6	-13	-1	35	-4	-2.6
COc1ccccc1NC(=O)N(C)C[C@@H]1OCc2cn(nn2)CCCC(=O)N([C@@H](C)CO)C[C@H]1C	·	-1	-1.1	·	-0.5	·	2	-2	·	0.9&-0.6&-0.4
Cc1nc(NC(=O)c2ccccc2)sc1-c1csc(NCc2ccccc2)n1	33	7	i	0.9	0.4	-3	-3	-19	7	·
COC(=O)Cn1c(=NC(=O)c2nc3ccccc3s2)sc2cc(S(N)(=O)=O)ccc21	3	5	-0.2	-0.9	-0.1	-10&-7	3	2	-4	·
O=C(NC1CCCCCCC1)c1cc([N+](=O)[O-])ccc1Cl	-3	4	i	1.5	-2.5	-8	-8	-3	-4	1.1
CC(=O)c1cc(F)c(N2CCN(C(=O)C(C)(C)C)CC2)cc1C	-11	24	0.4	0.7	0.2	-10	-2	4	-3	·
Cc1ccc([N+](=O)[O-])cc1NC(=O)Nc1onc(C)c1C	22	-22	-0.5	-1.3	-3.5	-10	-3	-7	-4	-0.2
CCOC(=O)CSc1ccc(C(=O)NCCCN2CCOCC2)cc1[N+](=O)[O-]	2	-4	-1.4	-1.0	-4.1	-1	-3	9	-3	-3.3
O=C1CC(N2CCN(c3ccccc3Cl)CC2)C(=O)N1c1cccc(F)c1 (stereo unspecified)	12	16	i	2.5	0.7	-4	4	3	-2	·
CCN(CC)CCN(C(=O)c1cccc(N2C(=O)CCC2=O)c1)c1nc2cc3c(cc2s1)OCO3	-12	14	-0.4	-0.4	1.1	-5	-6	4	0	-1.3
C=CCn1cccc(C(=O)Nc2ccc(OCC)cc2)c1=O	20	5	-0.3	0.1	-0.3	-19	-4	-5	1	0.3
C#CCOCCOCCOCCNc1nc(N2CCN(C(=O)CCCCCCCCCCNC(=O)[C@@H](CCSC)n3cc(CCO)nn3)CC2)nc(N2CCN(C(=O)CCCCCCCCCCNC(=O)[C@H]([C@@H](C)CC)n3cc(CCCCN=C(N)N)nn3)CC2)n1	·	·	-2.1	?	-1.9	14	-27	20	·	·
CCC(C)C(NC(=O)OC(C)(C)C)C(=O)NCc1ccco1 (stereo unspecified)	3	10	i	-1.5	-0.5	-9	-5	0	-4	·
COc1cc(CN(C)C)cc(C=O)c1O	15	·	1.9	-0.5	-1.4	-3	-7	5	2	·
NC(N)=Nc1nc2ccccc2o1	-1	9	-0.5	-0.5	-2.6	2	3	1	-2	-0.7
O=C(/C=C/c1ccccc1)NC(=S)Nc1cccnc1	8	4	-6.2	0.2	-0.3	-9	-8	4	-1	0.6
Nn1c(COc2ccccc2F)nnc1SCC(=O)NCC1CCCO1 (stereo unspecified)	·	-6	0.5	·	0.5	·	0	-9	·	0.6
O=C(CCN1CCN(c2ccccc2)CC1)NNC(=O)c1ccccc1	·	5	0.0	·	-0.4	·	0	-3	·	0.6
CC(C)n1nnnc1SCC(=O)NCCc1ccccc1	-1	-9	i	0.4	1.4	-14	7	0	-7	·
CCN(C1CCCCC1)S(=O)(=O)c1ccc(S(=O)(=O)NCCc2ccncc2)cc1	9	-8	i	0.2	-0.3	-14	-1	27	4	·
CC(C)c1cc(Cn2c3ccccc3c(=O)n2C(C)CBr)on1 (stereo unspecified)	·	-17	·	·	-0.1	·	-2	·	·	-6.2
COC(=O)C1C(O)C(C)C(O)C(C)(O)/C=C\C=C(/C)C(=O)Nc2c(C)c(OC(C)=O)c3c(c2O)C(=O)C(C)=C2OCOC(=C23)/C(C)=C/C(C)(O)C(O)C(C)C1O (stereo unspecified)	4	24	-0.5	-0.5	4.5	·	-9	6	1	-0.7
COC(=O)c1ccc(CN2CCN(Cc3ccccc3)C(CCO)C2)cc1 (stereo unspecified)	21	14	-0.4	-0.1	-0.2	-7	0	2	-1	-0.5
O=c1[nH]cccc1-c1nc2ccccc2n1Cc1cccc(F)c1	-16	-92	0.6	-1.1	-3.4	8	8	0	-1	0.9
COc1ccc([C@@H]2Sc3cc(OC)ccc3N(CCN(C(C)C)C(C)C)C(=O)[C@H]2OC(C)=O)cc1	18	-3	i	1.2	3.4	-19	-4	0	-3	·
CCCc1cc(C(=O)N2CCN(c3ccc(C(F)(F)F)cn3)CC2)sc1C	17	27	i	1.1	-0.9	-11	0	27	7	-4.4
CCOc1ccc(N(C(=O)c2snc(C(N)=O)c2N)C(C(=O)NCC2CCCO2)c2c[nH]c3ccccc23)cc1 (stereo unspecified)	22	0	0.0	0.4	1.2	11	-2	5	1	-0.4

Only part of the results is shown. The share of hits here may be higher or lower than overall.
